# Source: PubChem (Broad Institute)
# CD40 NFkB inh: inhibitors of CD40-induced NF-kB signaling, primary screen, BL2 cells, luciferase reporter, single point; CD40L-induced, 4 h; 83,000 compounds, 0.94% hits; inhibition, % at 10 µM;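 active = mean inhibition of at least 50% with a set share of replicates also reaching that level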;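 note: 0% = neutral control wells and 100% = IKK inhibitor VII at 50 µM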
# * = called active by the depositor; & = joins results of further samples; [ ] = another dose, or the depositor's remark. This is a subset, so the mix of outcomes need not match the whole.
canonical_smiles	CD40 NFkB inh
O=c1[nH]oc2cc(Cl)ccc12	6.5
Cc1nn2c(N3CCN(C(=O)c4ccco4)CC3)cc(C(C)(C)C)nc2c1-c1ccc(Cl)cc1	5.6
Cc1ccc(S(=O)(=O)NCc2nc3ccccc3c(=O)n2N)cc1	14.1
O=C(O)CCCCCNC(=O)c1ccc(Br)cc1	5.9
Cc1ccccc1OCC(=O)Nc1ccc(Cc2ccncc2)cc1	9.9
N#Cc1ccc(CSc2nnc(COc3ccccc3)n2-c2ccccc2)cc1	5.6
CS(=O)(=O)N1CC2(C1)[C@H](c1ccccc1)[C@@H](CO)N2Cc1ccccc1	1.7[25 µM]
O=C1CCN(CCCN2CCC(=O)N(Cc3ccccc3)C2=S)C(=S)N1Cc1ccccc1	1.0
O=C(Nc1nccs1)Oc1ccccc1	-11.9
COc1cccc(-c2ccc3c(c2)[C@H]2[C@H](CCN2S(=O)(=O)C2=NC(C)C=N2)[C@@H](CO)N3C)c1 (some centres not stated)	16.6[25 µM]
CC(NC(=O)C1CCCC1)C1CC2CCC1C2 (configuration not stated)	12.2
O=C(CNC(=O)c1ccc(F)cc1)NCc1ccc(S(=O)(=O)N2CCOCC2)cc1	5.7

# Single entries from the list:
# O=C1CCN(CCCN2CCC(=O)N(Cc3ccccc3)C2=S)C(=S)N1Cc1ccccc1 @ CD40 NFkB inh: 1.0
# O=C(Nc1nccs1)Oc1ccccc1 @ CD40 NFkB inh: -11.9

# Going on with the list:
canonical_smiles	CD40 NFkB inh
Cc1ccnc2nc(C(=O)OCC(=O)N3CC(C)CC(C)C3)nn12 (configuration not stated)	8.7
CCOc1ccc(NC(=O)Nc2ccccc2SC)cc1	-65.0
CCNC(=S)NNC(=O)c1ccncc1	0.2
Cc1cccc(C)c1NC(=O)CN(C)C(=O)c1cccc(S(=O)(=O)N2CCN(C)CC2)c1	-3.1
COc1cc(C(=O)N2CCN(c3cccc(C(F)(F)F)c3)CC2)ccc1OCC(=O)N1CCOCC1	5.6
O=C(C[C@H]1CC[C@@H]2[C@H](COC[C@@H](O)CN2S(=O)(=O)c2cccc(Cl)c2)O1)N1CCOCC1	-3.2[25 µM]
O=S(=O)(c1ccc(N2CCCC2)nc1)N1CCOCC1	-0.9
N#C[C@@H]1[C@@H](c2ccc(C#CC3CC3)cc2)[C@H](CO)N1S(=O)(=O)c1ccccc1	0.8
O=C(NC1CCCC1)N[C@@H]1C=C[C@H](CC(=O)N2CCOCC2)O[C@@H]1CO	1.7[25 µM]
O=C(NCCCn1cccn1)c1cc(COc2ccccc2)on1	-114.6
O=C(c1ccncc1)N1CCN(S(=O)(=O)c2ccccc2F)CC1	2.2
C/C=C/c1ccccc1[C@H]1[C@@H](CO)N(C(=O)CN2CCOCC2)[C@H]1C#N	3.4[25 µM]

# 3 entries from above, with the structure last.
CD40 NFkB inh | compound
0.8 | N#C[C@@H]1[C@@H](c2ccc(C#CC3CC3)cc2)[C@H](CO)N1S(=O)(=O)c1ccccc1
1.7[25 µM] | O=C(NC1CCCC1)N[C@@H]1C=C[C@H](CC(=O)N2CCOCC2)O[C@@H]1CO
-114.6 | O=C(NCCCn1cccn1)c1cc(COc2ccccc2)on1

# (cont.)
canonical_smiles	CD40 NFkB inh
O=C(CCC(=O)CCN1CCCCC1)CCN1CCCCC1	77.4*
CCCN(C(=O)COC(=O)c1[nH]c(C)c(C(=O)OC)c1C)c1c(N)n(Cc2ccccc2)c(=O)[nH]c1=O	17.8
CCn1cc(CNC(=O)CC2C(=O)NCCN2CC(c2ccccc2)c2ccccc2)cn1 (configuration not stated)	5.8
C[C@@H]1CCCCO[C@H](CN(C)Cc2ccncc2)[C@H](C)CN([C@H](C)CO)C(=O)c2cc(NS(=O)(=O)c3ccc(Cl)cc3)ccc2O1	2.8[25 µM]
Cc1cccc[n+]1CCCCCCCCCC[n+]1ccccc1C	9.1
COc1ccc(CN(C)C(=O)c2ccc(NS(=O)(=O)c3ccc4[nH]c(=O)[nH]c4c3)cc2)c(OC)c1OC	26.6
[O-][N+](=Cc1ccccc1)CC1(O)CCCCC1	-7.6
CO[C@H]1CN(C)C(=O)c2cc(NC(=O)c3ccc4c(c3)OCO4)ccc2OC[C@H](C)N(CCC(F)(F)F)C[C@H]1C	15.7[25 µM]
CC1CCCCN1C(=O)CNCC1CCCO1 (configuration not stated)	10.8
C[C@H](CO)N1C[C@H](C)[C@@H](CN(C)S(=O)(=O)c2cccc(C#N)c2)OCc2cn(nn2)CCCC1=O	-10.2[25 µM]
COc1cc(C(=O)NCC(c2cccnc2)N2CCN(C)CC2)cc(OC)c1OC (configuration not stated)	7.8
Cc1cc(C(=O)N/N=C/c2cccs2)n[nH]1	-50.8

# Sorted by count of non-hydrogen atoms (smallest number first): some entries from above
canonical_smiles	CD40 NFkB inh
CC1CCCCN1C(=O)CNCC1CCCO1 (configuration not stated)	10.8
Cc1cccc[n+]1CCCCCCCCCC[n+]1ccccc1C	9.1
CCn1cc(CNC(=O)CC2C(=O)NCCN2CC(c2ccccc2)c2ccccc2)cn1 (configuration not stated)	5.8
C[C@@H]1CCCCO[C@H](CN(C)Cc2ccncc2)[C@H](C)CN([C@H](C)CO)C(=O)c2cc(NS(=O)(=O)c3ccc(Cl)cc3)ccc2O1	2.8[25 µM]

# More results follow:
canonical_smiles	CD40 NFkB inh
O=S1(=O)CC(N2CCOCC2)c2ccccc21 (configuration not stated)	6.3
CO[C@H]1CN(C)C(=O)c2cc(NS(C)(=O)=O)ccc2OC[C@@H](C)N(Cc2cncnc2)C[C@H]1C	-10.1[25 µM]
C[C@@H]1CN([C@H](C)CO)C(=O)Cc2cc(NC(=O)NC3CCCCC3)ccc2O[C@@H]1CN(C)CC1CCCCC1	0.1
O=C1OCC2=C1C(c1ccc(Cl)cc1)c1cc3c(cc1O2)OCO3 (configuration not stated)	-3.8
O=C(c1ccco1)N1CCN(C(=O)c2ccco2)CC1	4.0
c1coc(CNc2nc3ccccc3n2CCN2CCOCC2)c1	6.4
O=C(NCCCN1CCOCC1)c1cc2ccccc2cc1O	-10.2
O=C(O)c1sc2cc(C(F)(F)F)cnc2c1-c1ccccn1	5.7
O=C(Nc1cc(F)ccc1F)N1C[C@@H]2[C@H](c3ccccc31)[C@@H](CO)N2Cc1cccnc1	-11.0[25 µM]
CC(=O)Nc1ccc(C(=O)OCC(=O)N(c2ccccc2)C2CCCCC2)cc1	26.1
Cc1cccc(C2NC(=O)c3ccccc3N2)c1 (configuration not stated)	-65.8
C[C@@H]1CN([C@@H](C)CO)C(=O)c2ccccc2-c2ccccc2CO[C@@H]1CN(C)C(=O)Nc1ccc2c(c1)OCO2	-13.4[25 µM]
CC12CC3CC(C1)CC(C(=O)NNC(=O)c1ccncc1)(C3)C2	1.1
CC(=O)c1c(C)n(CCO)c2ccc(O)cc12	3.8
O=C(Nc1ccccc1)n1ccc(-c2ccc(-n3ccnc3)cc2)n1	-68.7
CCCOc1ccc(C(=O)NNC(=O)c2cccc(S(=O)(=O)N3CCN(C(C)=O)CC3)c2)cc1OC	9.3
COc1ccc(CCNC(=O)COC(=O)c2ncc(Cl)c(Cl)c2Cl)cc1OC	3.6
COc1ccc(/C(C)=N/NC(=S)NCCc2ccccc2)cc1	-10.9
CCCCn1c(N)c(N(CC)C(=O)C2=COCCO2)c(=O)[nH]c1=O	-5.0
COC(=O)C[C@@H]1CC[C@@H]2[C@H](COC[C@@H](O)CN2S(=O)(=O)c2cn(C)cn2)O1	8.4[25 µM]
Cc1ccc2c(c1)nc(NCCCO)n2C	-5.1
O=C(Cc1ccccc1[N+](=O)[O-])NCCC1=CCCCC1	-15.1
Cc1nc2ccc(NC(=O)Cc3cccs3)cc2s1	-15.3
CCCc1cc(C(=O)OC)c(NC(=O)CCC(=O)O)s1	9.3
Cc1sc2nc(CN3CCOCC3)nc(NCCc3ccccc3)c2c1C	0.9
N#Cc1cccc(-c2ccc(C3[C@@H]4CN(C(=O)C5CCCC5)C[C@H]3N4)cc2)c1 (some centres not stated)	8.6&8.8
Cc1cccc(N2CCN(C(=O)c3noc4c3COc3ccc(C)cc3-4)CC2C)c1 (configuration not stated)	-2.6
CN1C(=O)N(c2nnc(C(C)(C)C)s2)C(=O)C1c1ccccc1 (configuration not stated)	5.4
CCN1CCN(C(=O)N(CC(=O)Nc2ccc(C(N)=O)cc2)S(=O)(=O)c2ccc(C)cc2)CC1	9.2
N#C[C@H]1[C@@H](c2ccc(C#Cc3ccc(F)cc3)cc2)[C@H](CO)N1C(=O)Nc1ccc(F)cc1	-12.0
COc1ccc(C)cc1NC(=O)C(CCS(C)(=O)=O)NC(C)=O (configuration not stated)	1.4
Cc1ccsc1/C=N\NC(=O)CCc1c(C)n[nH]c1C	1.2
CO[C@H]1CN(C)C(=O)c2cc(NC(=O)C3CCOCC3)ccc2OC[C@H](C)NC[C@H]1C	-8.6[25 µM]
COc1ccccc1OCC(=O)Nc1cccc(-c2nnc(-c3ccco3)o2)c1	-39.8
CCOC(=O)c1c(C)nc(C)c(C(=O)OCC)c1-c1cccc([N+](=O)[O-])c1	-2.7
Cc1cc(C)c2c(CC(=O)O)c(C)[nH]c2c1	5.2
CCN1[C@H](C(=O)NCc2ccccc2)[C@@H](CO)[C@@H]2Cn3c(ccc(-c4ccncc4)c3=O)[C@@H]21	1.8[25 µM]
COc1ccc2c3c([nH]c2c1)[C@H](CO)N(Cc1cc(F)ccc1F)CC31CN(C(=O)C2CCC2)C1	6.1[25 µM]
CCC(=O)N1[C@H](CN(C)C(C)=O)[C@H](c2ccc(-c3cccc(F)c3)cc2)[C@@H]1CO	7.9
C[C@H](NC(=O)c1ccccc1)C(=O)OCC(=O)Nc1sccc1C(N)=O	4.5
C[C@@H]1CN([C@H](C)CO)C(=O)c2cccc(NS(=O)(=O)c3cn(C)cn3)c2O[C@@H]1CN(C)Cc1ccc(Oc2ccccc2)cc1	1.7[25 µM]
COc1ccc(OCCOC(=O)CCS(=O)(=O)c2ccc(C)cc2)cc1	0.0
COc1ccc2c3c(n(C)c2c1)[C@H](CO)N(C)CC31CCN(S(=O)(=O)c2cccc(F)c2)CC1	-4.2[25 µM]
Cc1c(-c2ncn[nH]2)sc(C#N)c1-c1ccccc1	-14.2
CSc1ccccc1C(=O)OCC(=O)Nc1ccc(N2CCOCC2)cc1	-2.0
C[C@@H]1CN([C@H](C)CO)C(=O)c2c(c3ccccc3n2C)-c2ccccc2CO[C@H]1CN(C)C(=O)[C@H](Cc1ccccc1)N(C)C	-2.3[25 µM]
Cn1nc(C(C)(C)C)c([N+](=O)[O-])c1C(N)=O	0.1
CC(=O)Nc1ccc2c(c1)OCO2	-6.5
CCOC(=O)c1c(C)n(C)c2ccc(OC(C)=O)cc12	0.5
O=C([C@@H]1[C@@H](CO)[C@@H]2Cn3c(cccc3=O)[C@H]1N2)N1CCc2ccccc2C1	-3.4[25 µM]
CCOC(=O)c1ccccc1NC(=O)CSc1nc2ccccc2c(=O)n1CCCN1CCOCC1	-0.5
O=C(CNC(=O)c1nn(Cc2ccccc2)c(=O)c2ccccc12)Nc1ccc(F)c(F)c1F	19.3
Cn1c(SCc2ccccn2)nnc1-c1ccccc1	-25.6
CN(C)C(=O)c1cccc(-c2ccc([C@H]3[C@H]4CN(Cc5cccnc5)CCCCN4[C@H]3CO)cc2)c1	-5.7[25 µM]
Cc1sc2nc(CN3CCCCC3)nc(N3CCN(C(=O)c4ccco4)CC3)c2c1C	6.2
NC(=O)c1ccc(NC(=O)COC(=O)c2cccc(Oc3ccccc3)c2)cc1	-5.8
O=C(C1CC(c2ccc(F)cc2)=NO1)N1CCN(Cc2ccccc2)CC1 (configuration not stated)	4.9
Cc1ccc(S(=O)(=O)N(Cc2cccc(F)c2)C(=O)N2CCN(C)CC2)cc1	-2.3
C[C@@H]1CN([C@H](C)CO)C(=O)c2ccccc2-c2ccccc2CO[C@@H]1CN(C)Cc1cccc(C(=O)O)c1	-22.3[25 µM]
COc1cccc(CN2CCN(Cc3cccc4nonc34)CC2CCO)c1 (configuration not stated)	8.8

# Later entries:
canonical_smiles	CD40 NFkB inh
CN(C)S(=O)(=O)c1cccc(NC(=O)CC23CC4CC(CC(C4)C2)C3)c1	9.3
COCCNC(=S)N1CCC(Cc2ccccc2)CC1	10.3
COc1cc(N)c(Cl)cc1Cl	9.3
O=C(Nc1nccs1)c1cccc2ccccc12	7.5
CCCCN(C(=O)COC(=O)C1(c2ccccc2)CC1)c1c(N)n(CCC)c(=O)[nH]c1=O	-0.1
CCOc1ccc(CN2CCNC(=O)C2CC(=O)NCc2cc(C)n(C)n2)cc1 (configuration not stated)	-2.5
CCCN1[C@@H]2Cn3c(ccc(-c4ccccc4F)c3=O)[C@H]1[C@@H](C(=O)NCCOC)[C@@H]2CO	2.0[25 µM]
COc1ccc(CN(CC2CCC(C(=O)O)CC2)C(=S)Nc2ccccc2C)cc1 (configuration not stated)	2.4
COc1cc(/C=C2\SC(=O)N(c3ccccc3Cl)C2=O)cc([N+](=O)[O-])c1O	-2.5
Fc1cccc(-c2ncc(-c3ccccc3)o2)c1	-34.3
O=C(C1CCOCC1)N1C[C@@H]2N[C@H](C1)C2c1ccc(/C=C/c2ccccc2)cc1 (some centres not stated)	39.6&-11.9[25 µM]
CCCCc1ccc(NC(=O)C(C)CC)cc1 (configuration not stated)	-18.2
CCN1CCN(CC(O)COc2cccc(OC)c2)CC1 (configuration not stated)	5.4
COc1ccc(CNC(=O)C(OC(=O)c2nsc(Cl)c2Cl)C(C)C)cc1 (configuration not stated)	6.8
Nc1nonc1C(=O)N1CCCC1	5.8
CN(C(=O)COC(=O)c1ccc(NS(=O)(=O)c2cccs2)cc1)C1CCCCC1	-2.2
O=C(OCC1CC(c2ccccc2)=NO1)c1ccco1 (configuration not stated)	-35.2
Cc1ccc(-n2c(=O)cc(N3CCc4ccccc4C3)[nH]c2=O)cc1	-1.5
O=C(Nc1nc2ccccc2s1)C1CCCO1 (configuration not stated)	-40.7
CCOc1ccc(N(CC(=O)Nc2nccs2)S(=O)(=O)c2c(C)[nH]c(=O)[nH]c2=O)cc1	-2.1
CC1(C)Cc2cccc(OCC(=O)NC3CC3)c2O1	3.8
